Bioassay records as filed in PubChem BioAssay.
DAX1 inh-1 – inhibits human nuclear receptor DAX1 | actives 0.99% (n = 340,000) | HEK293 Gal4-DAX1 luciferase reporter, luminescence | inhibition, % at 6.75 µM | P51843 | AID 504766;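 active = inhibition above the mean over all tested compounds plus 3 SD, cut at about 4.2% in these data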;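 also: 0% = DAX1-transfected cells with DMSO and 100% = empty-vector control cells with DMSO; inhibition shows as a rise in luminescence from relieved DAX1 repression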
Target sequence (P51843 207-470 limits assumed): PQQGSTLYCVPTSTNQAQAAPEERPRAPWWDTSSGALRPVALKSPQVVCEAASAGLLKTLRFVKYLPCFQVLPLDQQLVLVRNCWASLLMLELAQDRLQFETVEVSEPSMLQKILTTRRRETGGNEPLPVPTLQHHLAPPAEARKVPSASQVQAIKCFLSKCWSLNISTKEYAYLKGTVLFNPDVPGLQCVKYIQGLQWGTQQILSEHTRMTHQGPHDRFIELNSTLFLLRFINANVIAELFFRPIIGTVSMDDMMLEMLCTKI
ADAM17 inh – inhibitors of human ADAM17; P78536; recombinant ADAM17, EDANS/DABCYL FRET peptide cleavage; inhibition, % at 6.95 µM; actives 0.83% (n = 370,000); AID 720648;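 active = inhibition above the mean of compounds lying between control limits plus 3 SD, set per campaign, cut at about 8.5% in these data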;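 also: 0% = DMSO-only wells as the low control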
PLCg1 inh – PLC-gamma1 (human) inhibition, primary screen | AID 720700 | inhibition, % at 12.2 µM | actives 0.84% (n = 370,000) | purified PLC-gamma1, fluorogenic substrate, fluorescence | P19174; in the data active = inhibition above about 9.5%
hcDAF-12 act – activators of H. contortus DAF-12 nuclear receptor; HEK293 hcDAF-12 lit1-tk-luc reporter, luminescence; 0% DMSO, 100% Δ7-dafachronic acid; activation, % at 6.8 µM; actives 1.4% (n = 370,000); AID 652067;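 active = activation above the mean of all tested compounds plus 3 SD, cut at about 5.5% in these data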;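 also: 100% = response to 3 µM Δ7-dafachronic acid high control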
PLCb3 inh – inhibitors of human phospholipase C beta3; Purified PLC-beta3, fluorogenic substrate, fluorescence; actives 0.18% (n = 370,000); Q01970; inhibition, % at 12.2 µM; in the data active = inhibition above about 11%;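 also: 0% = median of compound wells on plate and 100% = full blocker control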
MBD2 DNA inh – MBD2-methylated oligo binding inhibition. inhibition, % at 4.4 µM. TR-FRET, MBD2 binding to methylated oligonucleotide. actives 0.31% (n = 370,000). AID 686964; in the data active = inhibition above about 13%
SMARCA2 activ – increases SMARCA2 function in MMTV reporter cells. MG213 cells, MMTV-luciferase reporter, dexamethasone, overnight. activation, % at 9.1 µM. actives 1% (n = 370,000); in the data active = activation above about 7.8%;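 also: 0% = vehicle wells and 100% = reference activator wells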
NR1D1 modulator – modulators of human Rev-erb alpha DNA binding; activity, % at 10 µM; Rev-erbα–FITC-DNA binding, fluorescence polarization, 90 min; actives 0.79% (n = 370,000);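 active = activity above about 14%, limit read from the data; passing the limit was not always enough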;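 also: 0% = DMSO wells with 35 nM protein and 100% = DMSO wells with 750 nM protein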
Target sequence (P20393 whole entry, looked up): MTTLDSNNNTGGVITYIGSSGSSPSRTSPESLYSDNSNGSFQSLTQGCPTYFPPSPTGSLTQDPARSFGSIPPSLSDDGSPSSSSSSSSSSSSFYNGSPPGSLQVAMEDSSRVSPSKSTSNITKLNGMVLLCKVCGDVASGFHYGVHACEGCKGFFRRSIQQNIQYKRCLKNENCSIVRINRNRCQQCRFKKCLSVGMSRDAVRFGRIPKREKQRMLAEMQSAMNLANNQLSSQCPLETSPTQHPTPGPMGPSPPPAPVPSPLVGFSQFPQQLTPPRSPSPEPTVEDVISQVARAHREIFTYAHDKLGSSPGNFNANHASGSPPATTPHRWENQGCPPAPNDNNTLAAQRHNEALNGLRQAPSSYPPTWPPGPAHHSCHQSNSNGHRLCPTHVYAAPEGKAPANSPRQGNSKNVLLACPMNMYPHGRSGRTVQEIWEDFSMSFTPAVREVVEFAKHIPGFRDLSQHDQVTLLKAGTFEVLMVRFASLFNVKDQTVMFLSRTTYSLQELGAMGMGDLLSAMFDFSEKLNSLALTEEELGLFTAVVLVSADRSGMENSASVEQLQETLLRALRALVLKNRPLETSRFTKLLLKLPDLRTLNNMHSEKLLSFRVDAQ
DAX1 inh-2 – inhibitors of DAX1 repression of SF-1 activated StAR promoter; HEK293T StAR-luciferase reporter, SF-1/DAX-1 repression relief; inhibition, % at 6.8 µM; actives 1.1% (n = 370,000); AID 652010;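 active = inhibition above the mean over all tested compounds plus 3 SD, cut at about 3.6% in these data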;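 also: 0% = DAX-1 cells with DMSO and 100% = cells lacking DAX-1 with DMSO; higher inhibition means more luminescence from relief of DAX-1 repression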
hgDAF12 agonist – agonists of H. glycines DAF-12 nuclear receptor; HEK293 GAL4-hgDAF12 UAS-luciferase reporter, agonist luminescence; normalized to butyrate control; activation, % at 6.8 µM; actives 1.8% (n = 370,000);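 active = activation above a cutoff set at the mean of all screened compounds plus 3 SD, cut at about 10% in these data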;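 also: 0% = DMSO wells and 100% = sodium butyrate wells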
ssDAF-12 act – activators of S. stercoralis DAF-12 nuclear receptor. activation, % at 6.8 µM. actives 1% (n = 370,000). AID 652126. HEK293 ssDAF-12/GRIP1 lit1-tk-luc reporter, luminescence; % of 3 µM dafachronic acid response;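 active = activation above the mean over all tested compounds plus 3 SD, cut at about 0.9% in these data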;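 also: 0% = DMSO-only wells and 100% = 3 µM delta7-dafachronic acid wells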
Numbers without * were called inactive; i = inactive; · = not tested or not shown. An unsorted share of the library. About 7.4% of those tested had a hit in this group.

canonical_smiles	DAX1 inh-2	hgDAF12 agonist	ADAM17 inh	SMARCA2 activ	NR1D1 modulator	PLCb3 inh	ssDAF-12 act	hcDAF-12 act	MBD2 DNA inh	PLCg1 inh	DAX1 inh-1
NC(=O)c1ccc(NC(=O)CSc2nncn2-c2ccccc2)cc1	0.6	1.3	-2	0	3	-4	-0.8	0.9	-2	-2	-0.5
COc1ccccc1N1CCN(C(=O)CCc2c[nH]c3ccccc23)CC1	1.5	3.2	-1	-3	-2	-8	-1.4	-1.7	2	0	0.7
COc1ccc(NS(=O)(=O)c2cc(NC(=O)c3ccncc3)ccc2N2CCOCC2)cc1	-0.5	0.7	4	1	4	1	-1.9	-4.5	0	2	-1.0
O=[N+]([O-])c1ccccc1S(=O)(=O)NCc1cccnc1	-0.5	1.8	0	1	2	0	-1.4	0.8	2	-2	-0.4
CCOC(=O)c1c(C)[nH]c(C(=O)N/N=C/c2cccc(OC)c2)c1C	-2.1	4.5	0	-1	2	-3	-2.1	-1.9	-3	-5	-1.9
CCOCCCNC(=O)c1ccc(-n2c(=S)[nH]c3ccccc3c2=O)cc1	-0.1	-0.7	-4	-2	2	-5	-1.2	0.3	-3	0	-0.4
CCOC(=O)Oc1c(OC)cc(C(=O)O[C@@H]2C[C@@H]3CN4CCc5c([nH]c6cc(OC)ccc56)[C@H]4C[C@@H]3[C@H](C(=O)OC)[C@H]2OC)cc1OC	-2.4	-2.7	-1	-5	-6	-59	-1.0	-2.9	-7	-44	-0.8
O=C(NC1CC1)C1=NOC(CNc2ncc(C(F)(F)F)cc2Cl)C1 (stereo not drawn)	-0.2	-1.3	-9	0	-2	-2	-1.6	-1.8	2	1	-0.7
COCc1ccc(-c2c(-c3ccsc3)oc(=O)c3cc(OC)c(OC)cc23)cc1	0.9	2.0	0	2	10	-4	-1.1	3.0	-5	-3	0.5
O=C(Nc1ccc2oc(=O)ccc2c1)c1cccnc1	-0.4	1.2	-29	-4	-6	-77	-0.8	-1.6	0	-70	0.6
CCCCC(=O)Nc1nnc(C2=COCCO2)o1	-0.2	3.7	5	-3	1	8	-0.7	-0.7	-5	3	1.6
O=C1c2ccccc2NC(c2cccc(Cl)c2)N1N=C1CCCCCC1 (stereo not drawn)	1.5	7.1	-52	2	1	-96	-0.6	1.6	-2	-73	4.9*
CC1=C(C(=O)N(C(C)C)C(C)C)CC(CC(=O)NCc2ccco2)C(=O)N1Cc1ccc(C(C)(C)C)cc1 (stereo not drawn)	-0.5	-0.4	-5	-3	1	-1	-1.4	-1.1	6	-1	·
CC1(CCc2ccccc2)NC(=O)N(CC(=O)Nc2ccccc2)C1=O (stereo not drawn)	0.9	5.7	0	0	8	-2	-1.0	0.6	-5	1	4.7*
CCC(C)N(C(=O)CSc1nnc(NC(C)C)s1)C1CCS(=O)(=O)C1 (stereo not drawn)	0.2	3.5	-2	7	8	-1	-1.0	-1.1	0	3	0.5
Cc1ccc(S(=O)(=O)Nc2cccc(-c3ccc(N4CCCCCC4)nn3)c2)cc1	4.9*	5.8	2	4	-3	-18	-0.7	1.0	1	-5	0.2
COc1ccc(CNC(=O)CN(C)S(=O)(=O)c2ccc(Br)s2)cc1	-0.1	-0.3	0	-3	-4	-4	-1.1	-2.8	-7	0	-1.1
COC(=O)CP(=O)(c1ccccc1)c1ccccc1	-0.2	0.1	-7	1	-5	0	-0.9	0.2	9	-1	1.4
CCOc1c(Br)cc(C2NS(=O)(=O)N=C3CCCCCN32)cc1OC (stereo not drawn)	0.7	1.7	-1	2	-3	2	-1.1	-1.3	1	3	1.1
Cc1ccccc1Nc1nc(Nc2ccccc2C)nc(SC2=NCCS2)n1	-0.7	-2.9	7	-3	2	4	-1.9	-2.4	1	8	-2.2
C=CCNC(=O)/C(=C/c1ccco1)NC(=O)c1ccc(Br)o1	-0.7	0.4	-1	0	0	-19	-0.9	-0.9	-2	-8	0.7
CCN(C[C@H]1N[C@@](CC)(C(=O)OC)[C@H]2C(=O)N(C)C(=O)[C@@H]12)S(=O)(=O)c1ccc(C(C)(C)C)cc1	-1.4	1.1	-5	-5	-6	0	-1.4	-0.9	0	3	-1.3
COC(=O)C[C@H]1C=C[C@H](NC(=O)Nc2ccccc2F)[C@@H](CO)O1	0.5	0.9	-2	1	-4	1	-1.1	-1.6	-1	-3	·
COCCN(C(=O)COC(=O)C1COc2ccccc2O1)c1c(N)n(Cc2ccccc2)c(=O)[nH]c1=O (stereo not drawn)	1.3	2.3	-2	-4	3	-11	-0.7	1.6	10	-1	0.0
COC(=O)CCN(C(=O)c1ccc2c(c1)OCO2)c1ccccn1	0.5	0.2	-2	0	-2	-2	-0.5	-1.4	6	-1	0.1
Cc1ccc(NC(=O)Cn2c(O)c(N=NC(=O)c3cc4ccccc4cc3O)c3ccccc32)cc1	-0.3	0.8	2	-1	-2	3	-0.5	1.3	0	-1	-0.3
COc1ccc(-c2cc(=O)c3ccc(O)cc3o2)cc1OC	2.6	2.4	i	4	-3	i	-1.7	0.0	3	i	·
CCn1cnc2cc(NCc3nc4ccccc4n3C)ccc21	5.9*	18*	-7	1	·	-30	1.1*	15*	1	-29	-0.3
Cc1onc(-c2ccccc2Cl)c1C(=O)Nc1ccc(OCC(=O)N2CCOCC2)cc1	-0.2	-1.2	-5	-2	0	2	-1.4	-1.0	-3	0	0.7
O=C(c1cc2ccccc2o1)N1CCN(Cc2nc3ccccc3s2)CC1	0.4	4.8	1	2	0	-2	0.7	6.2*	0	2	0.6

Single records, as listed above. Values in the order: DAX1 inh-2 | hgDAF12 agonist | ADAM17 inh | SMARCA2 activ | NR1D1 modulator | PLCb3 inh | ssDAF-12 act | hcDAF-12 act | MBD2 DNA inh | PLCg1 inh | DAX1 inh-1
Shown for `O=[N+]([O-])c1ccccc1S(=O)(=O)NCc1cccnc1` : -0.5 | 1.8 | 0 | 1 | 2 | 0 | -1.4 | 0.8 | 2 | -2 | -0.4
Shown for `COC(=O)C[C@H]1C=C[C@H](NC(=O)Nc2ccccc2F)[C@@H](CO)O1` : 0.5 | 0.9 | -2 | 1 | -4 | 1 | -1.1 | -1.6 | -1 | -3 | ·

(listing goes on)
canonical_smiles	DAX1 inh-2	hgDAF12 agonist	ADAM17 inh	SMARCA2 activ	NR1D1 modulator	PLCb3 inh	ssDAF-12 act	hcDAF-12 act	MBD2 DNA inh	PLCg1 inh	DAX1 inh-1
CC(C)(C)OC(=O)N1CCC[C@H]1C(=O)Nc1ccc(C#N)cc1	-0.5	-1.2	0	-1	7	-3	-1.1	-0.1	-2	3	0.4
COc1cccc(/C=N/NC(=O)c2cc3c(OC)cccc3[nH]2)c1O	-0.1	-2.3	-4	-3	-5	-34	-1.6	-3.7	-3	-26	-1.1
COc1cccc(NC(=O)CN(c2ccccc2OC)S(=O)(=O)c2cccs2)c1	0.1	-0.2	6	-2	2	-4	-1.5	-1.8	1	6	0.3
N/C(COc1ccc(Cl)cc1Cl)=N\O	0.3	-2.3	-1	-2	3	1	-1.0	-0.9	-1	1	0.6
Cc1nnc(SCC(=O)NNC(=O)c2ccccc2)n1Cc1ccccc1	-0.2	4.3	-4	2	-5	3	-1.5	-1.2	-4	0	0.2
COc1ccc(C(=O)c2oc3ccc(Br)cc3c2NC(C)=O)cc1	-0.1	0.6	-4	1	-2	-12	-1.2	0.8	1	-9	0.7
CCOc1ccc2nc(NC(=O)CN3C(=O)NC4(CCCC4)C3=O)sc2c1	1.4	1.3	-4	1	5	-10	-0.4	-0.2	4	-2	0.1
O=c1[nH][nH]c(-c2ccccc2)c1C=Nc1ccc(Cl)cc1	-0.1	-0.4	-8	-6	-3	1	-0.5	-1.0	-7	1	0.3
COc1ccc2oc(C)c(NC(C)=O)c2c1	0.7	0.6	0	7	4	-5	-1.0	-0.2	-4	-1	-1.5
COc1cc(NC(=O)c2ccccc2Cl)c2ncccc2c1	-1.5	2.7	-3	1	5	-14	0.3	-1.1	0	-3	1.5
COC(=O)c1cc(C(=O)OC)cc(N2C(=O)CC(NNC(=O)c3ccccc3Br)C2=O)c1 (stereo not drawn)	0.0	0.2	-5	-1	1	-7	-1.9	-1.5	7	-4	-0.7
Cc1cccc(C(=O)Nc2nc3ncccn3c2-c2ccc(F)c(F)c2)c1	-0.9	-3.1	-66	-2	-3	-255	-1.4	-3.5	0	-206	·
O=C(CN1CCC(n2nnc3cc(F)ccc32)CC1)NC1CCCCC1	-0.1	-2.1	0	1	-2	-2	-0.6	-0.1	3	-2	0.4
Clc1ccccc1N1CCN(Cc2c[nH]c3ccccc23)CC1	-0.4	1.1	0	-3	8	-6	0.1	2.6	2	5	-1.0
CC1CCCCC1NC(=O)NC(=O)CCl (stereo not drawn)	-0.9	-2.2	-1	3	2	5	-1.7	-1.8	0	3	-1.8
O=C(CSc1ccc(Cl)cc1)Nc1cccc(-c2nc3ccccc3[nH]2)c1	0.1	3.1	-11	-1	7	-1	-1.5	-1.8	6	1	-0.6
CCCCCCC(NC(=O)Cc1ccc2ccccc2c1)C(=O)O (stereo not drawn)	-0.1	0.9	-2	-1	-7	-5	-0.9	-1.4	-3	-2	-0.6
O=C(OCn1nnc2ccccc2c1=O)c1ccc2ccccc2n1	0.3	2.5	-6	-2	2	-2	-0.3	1.1	0	1	-0.7
C=CCN1C(=O)C(Cc2cccc(Cl)c2)S/C1=N/N=C/c1ccco1 (stereo not drawn)	-0.4	-1.2	-4	0	2	2	-1.4	-1.6	3	0	-0.4
Cc1cc(C)n(C)c(=O)c1C#N	0.1	-1.1	-5	0	3	-7	-0.8	-0.1	-2	2	0.5
O=C(CSCCS(=O)(=O)c1ccc(Cl)cc1)Nc1ccccc1	0.1	-0.8	-2	3	-2	-15	-0.9	-0.3	-4	-2	0.6
COc1ccccc1N(C(=O)c1snc(C(N)=O)c1N)C(C(=O)NC1CCCCC1)c1cccc(OC)c1OC (stereo not drawn)	-0.3	-0.8	-7	-2	5	-26	-1.5	-1.9	3	-11	-0.7
